# GAA glycogen – qHTS Assay for Inhibitors and Activators of Human alpha-Glucosidase Cleavage of Glycogen | Lysosomal alpha-glucosidase (Homo sapiens), P10253 | hit rate 0.38% among 300,000 | Potency, µM (doses to about 76.4 µM), for inactives: at the top dose activity change, negative = inhibition, hits mostly inhibitors | recombinant GAA, glycogen substrate, Amplex Red glucose oxidase fluorescence | AID 2100, 2009;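 note: 0% = full enzyme reaction and -100% = no-enzyme basal signal; the screen sought inhibitors and activators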
#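 qHTS, 1536-well; enzyme 4 nM final; cpd up to 77 uM; substrate bovine liver glycogen 30 ug; 50 mM citrate/phosphate pH 5.0, 0.01% Tween-20; 37 C, 40 min; Amplex Red detection 45 min RT; Hill fit → AC50.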
# Epigenetic derep – Quantitative High-Throughput Screen for Regulators of Epigenetic Control | Potency, µM (series often up to 53.9 µM), for the others: at the top dose GFP activation, usual class: activators | murine LDR cells, GFP reporter derepression, 30 h | hit rate 0.2% among 280,000 | AID 1865, 2009; note: % of control where 0% means no effect; nearly all actives have a fitted effect of over 60% in size
#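 In this reporter-derepression format, murine cells bearing a silenced integrated CMV-GFP locus incubate with test compound (30 h, 37 C), then are washed and imaged; fluorescent objects of 20–120 um count as induced cells.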
# Tau fluor counter – Counterscreen qHTS for Inhibitors of Tau Fibril Formation, Fluorescence Polarization; tau K18 P301L Alexa594 fluorescence, heparin fibrillization; Potency, µM (doses to about 57.7 µM), for inactives: at the top dose activity change, negative = decrease; hit rate 0.93% among 280,000; AID 1463, 2008; note: % is set by controls: 0 for no effect and ±100 for the full control effect; nearly all actives have a fitted effect of over 55% in size
#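 Human tau K18 P301L (15 uM unlabeled, 0.24 uM Alexa 594-labeled) in 100 mM sodium acetate pH 7 with 20 uM heparin, 6 hr at 37 C. ThT 30 uM added, 1 hr ambient; Alexa 594 FP and total fluorescence read at 555/632 nm.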
# * hit, by the source's call; ? = inconclusive; & = joins results of further samples; [ ] = another dose, or the depositor's remark. Calls come from the whole dose curve; as a rule, active = well fitted curve in the direction sought with a large enough effect; inconclusive = small, poorly fitted or top-dose-only effect, or another doubt; inactive = no such curve, though single readings can be large; an effect the other way counts as inactive or inconclusive. Potency is the fitted concentration of half-maximal effect. Not all compounds are listed, so the mix of outcomes need not match the whole.
# The line under a structure holds: GAA glycogen | Tau fluor counter | Epigenetic derep
> COc1cccc(NC(=O)C2CC(=O)N(c3ccc(Br)cc3)C2)c1 (centres undefined)
→ 2%[76.3 µM] | -15% | 0.9%
> CCc1ccc2ncc3c(-c4ccccc4)nn(-c4ccccc4)c3c2c1
→ -3%[76.3 µM] | -11% | 2.7%
> COc1ccc(NC(=O)c2cc(-c3ccccc3F)no2)cc1
→ 14%[76.3 µM] | -16% | 3.9%
> Cc1ccc(NC(=O)CN(CCc2ccccc2)S(=O)(=O)c2ccccc2)c(C)c1
→ -17%[76.3 µM] | -18% | -1.6%
> CN(c1ccc(F)cc1)S(=O)(=O)N1CCCC(C(=O)NCc2ccccc2Cl)C1 (centres undefined)
→ -5%[76.3 µM] | -22% | 1.4%
> COc1cc(C2C(C(=O)Nc3ccc(C)cc3C)=C(C)Nc3nc4ccccc4n32)cc(OC)c1OC (centres undefined)
→ 13%[76.3 µM] | -28% | 0.0%
> CCOc1ccc(C2C(C(N)=O)=C(C)Nc3nc(SCc4ccccc4F)nn32)cc1 (centres undefined)
→ 15%[76.3 µM] | 2% | -2.2%
> CCc1ccc(C2C(C(=O)Nc3ccc(Cl)cc3)=C(C)Nc3ncnn32)cc1 (centres undefined)
→ 12%[76.3 µM] | -30% | 0.0%
> CCOc1ccc(NC(=O)c2cc3c(=O)n4cccc(C)c4nc3s2)cc1
→ 5%[76.3 µM] | -14% | -1.8%
> CC1=C(C(=O)Nc2ccc(Cl)cc2)C(c2cccs2)n2nc(SCc3cccc(C)c3)nc2N1 (centres undefined)
→ -1%[76.3 µM] | -3% | -1.0%
> CC(=O)Nc1ccc(NC(=O)c2oc3c(c2C)-c2nn(Cc4ccccc4Cl)cc2CC3)cc1
→ 1%[76.3 µM] | -16% | 2.8%
> CC(=O)N1CCCC1c1nc2ccccc2n1Cc1cccc(C)c1 (centres undefined)
→ 5%[76.3 µM] | -2% | -2.8%
> CCc1ccc(C(=O)c2cn(Cc3ccc(F)cc3)c3cc(OC)c(OC)cc3c2=O)cc1
→ -12%[76.3 µM] | -20% | -0.3%
> COc1ccc(S(=O)(=O)Nc2cc3c(C(=O)OC(C)C)c(C)oc3c3ccccc23)cc1
→ 11%[76.3 µM] | ? | -0.8%
> Fc1ccc(-c2cn3cc(Cc4ccc(Cl)cc4)sc3n2)cc1
→ 9%[76.3 µM] | -23% | -0.1%
> Cc1ccc(C)c(-c2ccc(=O)n(C(C)C(=O)Nc3ccccc3C(F)(F)F)n2)c1 (centres undefined)
→ -11%[76.3 µM] | -12% | -1.0%
> Cc1ccc(C(=O)c2cn(Cc3cccc(F)c3)c3nc(C)ccc3c2=O)cc1
→ 11%[76.3 µM] | -14% | -0.9%
> Cc1ccc(CNC(=O)C2CCCN(S(=O)(=O)c3cccc4nsnc34)C2)cc1 (centres undefined)
→ -3%[76.3 µM] | -8% | 1.4%
> CCCCN1C(=O)C(O)(c2c[nH]c3ccccc23)c2cc(Br)ccc21 (centres undefined)
→ 1%[76.3 µM] | ? | -1.1%
> Cc1c(Cl)cccc1NC(=O)C1CCCN(C(=O)c2cnn(-c3ccccc3)c2-n2cccc2)C1 (centres undefined)
→ -16%[76.3 µM] | -9% | 0.9%

# Reprinted from the part before: 4 compounds; new compounds follow.
# The line under a structure holds: GAA glycogen | Tau fluor counter | Epigenetic derep
> Cc1ccc(C(=O)c2cn(Cc3cccc(F)c3)c3nc(C)ccc3c2=O)cc1
→ 11%[76.3 µM] | -14% | -0.9%
> Cc1ccc(CNC(=O)C2CCCN(S(=O)(=O)c3cccc4nsnc34)C2)cc1 (centres undefined)
→ -3%[76.3 µM] | -8% | 1.4%
> CCCCN1C(=O)C(O)(c2c[nH]c3ccccc23)c2cc(Br)ccc21 (centres undefined)
→ 1%[76.3 µM] | ? | -1.1%
> Cc1c(Cl)cccc1NC(=O)C1CCCN(C(=O)c2cnn(-c3ccccc3)c2-n2cccc2)C1 (centres undefined)
→ -16%[76.3 µM] | -9% | 0.9%
> CCOC(=O)C1=C(CN2CCN(c3ccccc3F)CC2)NC(=O)NC1c1ccc(Cl)cc1 (centres undefined)
→ -17%[76.3 µM] | -10% | -0.8%
> Cc1c(NC(=O)Cc2ccccc2)cccc1-c1nc2cccnc2s1
→ 12%[76.3 µM] | 14% | -4.9%
> Cc1cc(C)cc(OCc2cc(=O)n3c(-c4ccccc4)csc3n2)c1
→ 2%[76.3 µM] | -18% | ?
> Cc1cccc(-c2nc(CN3CCCC(C(=O)N4CCN(c5cc(Cl)ccc5C)CC4)C3)c(C)o2)c1 (centres undefined)
→ 2%[76.3 µM] | -11% | -1.1%
> O=C(NCc1cccs1)c1ccc(Cn2c(SCc3cccc(F)c3)nc3cccnc32)cc1
→ 1%[76.3 µM] | -24% | 0.8%
> CC1=C(C(=O)OCc2ccc(C)cc2)C(c2ccccc2Cl)CC(=O)N1 (centres undefined)
→ 8%[76.3 µM] | -4% | 2.9%
> Cc1cccc(-c2nc3c4c(-c5ccccc5)c(-c5ccccc5)oc4ncn3n2)c1
→ 6%[76.3 µM] | -2% | 1.2%
> Cc1cccc(CC(=O)Nc2cccc(-c3nc4cccnc4s3)c2)c1
→ -7%[76.3 µM] | 1% | -3.4%
> CN(Cc1ccccc1)c1nc2c(S(=O)(=O)c3cccc(Cl)c3)nnn2c2ccsc12
→ -1%[76.3 µM] | -17% | 0.9%
> O=C(CSc1nc2ccsc2c(=O)n1Cc1ccccc1Cl)NCc1ccc(F)cc1
→ 12%[76.3 µM] | -29% | 13%
> CCc1cccc(C)c1NC(=O)Cn1c(=O)n(-c2ccc(C)cc2)c(=O)c2c1cnn2C
→ -4%[76.3 µM] | -13% | 4.9%
> O=C(Cn1ncc2c(Cl)cccc21)NCc1cccc(F)c1
→ 13%[76.3 µM] | -4% | -2.2%
> CCN(CC)CCCNC(=O)CN1N=C(c2ccc(OC)cc2)CCC1=O
→ 2% | 10% | -1.1%
> O=C(c1nc(-c2ccc(Cl)cc2)n2c1CCCCC2)N1CCN(c2ccccc2F)CC1
→ -10%[76.3 µM] | 2% | -1.2%
> CCc1nn(Cc2c(C)cc(C)cc2C)c(=O)c2cc3cc(C)ccc3n12
→ 9%[76.3 µM] | -3% | -5.3%
> CCCCOc1cccc(C(=O)N(Cc2ccc(Cl)cc2)C2CCS(=O)(=O)C2)c1 (centres undefined)
→ -4%[76.3 µM] | -12% | -1.0%
> Cc1cccc(NC(=O)c2oc3c(c2C)-c2[nH]ncc2CC3)c1C
→ -5%[76.3 µM] | ? | -2.1%
> Cc1cccn2c(=O)c(C(=O)NCCc3ccccc3)c(O)nc12
→ -4%[76.3 µM] | -20% | 0.0%
> CCOc1ccc(N(CC(=O)NCc2ccccc2Cl)S(=O)(=O)c2c(C)[nH]c(=O)[nH]c2=O)cc1
→ -8%&-3%[76.3 µM] | -17% | 2.2%
> COc1cc2c(-c3ccccc3C)nc3c(c(C)nn3-c3ccccc3)c2cc1OC
→ -6%[76.3 µM] | ? | -1.6%

# The listing continues:
# The line under a structure holds: GAA glycogen | Tau fluor counter | Epigenetic derep
> COc1ccccc1OCC(=O)N(Cc1ccco1)Cc1ccccc1F
→ 13%[76.3 µM] | -3% | -0.9%
> CC(NC(=O)c1ccc2c(c1)sc1nc(-c3ccccc3)cn12)C12CC3CC(CC(C3)C1)C2 (centres undefined)
→ 15%[76.3 µM] | 8% | 11%
> CCNC(=O)CC1C(=O)N(c2ccc(C)cc2)C(=O)N1CCC(C)C (centres undefined)
→ -3% | -1% | 1.7%
> CCOc1ccc(S(=O)(=O)NCCc2c(C)[nH]c3c(Cl)cccc23)cc1C
→ -3%[76.3 µM] | 10µM*[quencher] | 3.2%
> CC1=C(c2ccc(C)cc2)S(=O)(=O)NC1=NCc1cccc(F)c1
→ -7%[76.3 µM] | -4% | 2.7%
> CC(=O)N1CCc2cc(S(=O)(=O)NC(Cc3ccccc3)C(=O)Nc3cccc(C)c3)ccc21 (centres undefined)
→ -7%[76.3 µM] | -22% | 0.0%
> O=c1[nH]c2ccc(NCc3ccccc3F)cc2[nH]1
→ ? | -24% | ?
> O=C(Nc1ccccc1C(F)(F)F)C1CCN(S(=O)(=O)Cc2ccccc2)CC1
→ -5%[76.3 µM] | -11% | -3.7%
> CCOc1ccc(-c2cnc(NCc3ccc(OC)cc3OC)n2C)cc1
→ ? | -1% | 0.0%
> CC(Oc1ccccc1F)C(=O)Nc1ccc(-c2nc3ccccc3s2)cc1 (centres undefined)
→ 4%[76.3 µM] | -14% | -3.2%
> CCc1ccc(S(=O)(=O)c2c(C(=O)c3ccccc3)cnc3ccc(CC)cc23)cc1
→ -9%[76.3 µM] | -12% | 0.8%
> COc1cccc(C(=O)N(Cc2nc(-c3ccc(Cl)cc3)no2)C(C)C)c1OC
→ 15%[76.3 µM] | -12% | -0.3%
> CCC1CN(C(=O)N2CCC(C(=O)NCCN(CC)CC)CC2)c2ccccc2O1 (centres undefined)
→ 2%[76.3 µM] | -25% | 0.8%
> CCOC(=O)c1cc(OC(=O)c2cccc(F)c2)n(-c2ccccc2)n1
→ -6%[76.3 µM] | 5% | 0.0%
> O=C(NCc1ccccc1Br)c1ccc2nc(N3CCCCC3)sc2c1
→ 2%[76.3 µM] | ? | 0.0%
> COc1ccccc1NC(=O)c1nnn(-c2ccc(F)cc2)c1C
→ -2%[76.3 µM] | -13% | 4.1%
> COc1ccc(-n2nc3ccc(NC(=O)c4cccc(OCCC(C)C)c4)cc3n2)cc1
→ -8%[76.3 µM] | -29% | -1.6%
> COc1cccc(CC(=O)Nc2c(C(=O)N3CCN(c4ccccc4)CC3)oc3ccccc23)c1
→ -1%[76.3 µM] | 7% | -0.9%
> CSc1nc(=O)c2c(n1C)NC(=O)CC2c1cc(F)cc(F)c1 (centres undefined)
→ 16%[76.3 µM] | -7% | -1.6%
> COc1ccc(NC(=O)c2cn(CC(C)C)c(=O)c3cc(OC)c(OC)cc23)cc1Cl
→ 14%[76.3 µM] | -19% | -1.2%

# Carrying on.
# The line under a structure holds: GAA glycogen | Tau fluor counter | Epigenetic derep
> Cc1oc2c(c(C)cc3oc(=O)c(CC(=O)NCCc4ccc(Cl)cc4)c(C)c32)c1C
→ 10%[76.3 µM] | 3% | -0.9%
> COc1cc(C(=O)NCCCc2nc3ccccc3n2CC(C)C)cc(OC)c1OC
→ 6%[76.3 µM] | -9% | -0.6%
> COc1ccc(Cl)cc1NC(=O)CN1C(=O)CSc2ccc(S(=O)(=O)N3CCCC3)cc21
→ -28%[76.3 µM] | -26% | -1.5%
> Cc1cc(C)cc(N2CC(c3nnc(NC(=O)c4ccco4)s3)CC2=O)c1 (centres undefined)
→ 8%[76.3 µM] | -5% | 0.0%
> COC(=O)c1ccc(NC(=O)CN(C)S(=O)(=O)c2ccc(Br)s2)cc1
→ 8%[76.3 µM] | ? | 0.9%
> COc1ccc(-c2cc(C(=O)Oc3cccc(C)c3C)c3ccccc3n2)cc1
→ 0%[76.3 µM] | -13% | -1.6%
> CCOC(=O)c1c(-c2ccc(Br)cc2)csc1NC(=O)c1ccc(C(C)(C)C)cc1
→ 7%[76.3 µM] | -1% | -1.6%
> Cc1cc(Cl)ccc1OCC(=O)Nc1c(Cl)ccc2nsnc12
→ -7%[76.3 µM] | -30% | 7.5%
> Cc1ccc(-c2nnn3c2nc(NCC(C)c2ccccc2)c2ccccc23)cc1 (centres undefined)
→ 4%[76.3 µM] | ? | -0.7%
> Cn1c(=O)c2c(-c3ccc(Br)cc3)n(Cc3ccc(F)cc3)cc2n(C)c1=O
→ -2%[76.3 µM] | -21% | -2.6%
> O=C(COCc1cc(-c2ccco2)on1)Nc1cccc(O)c1
→ 13%[76.3 µM] | 1% | -1.2%
> CC(=O)Nc1ccc(NC(=O)CSc2nccn2C)cc1
→ 7%[76.3 µM] | -11% | -1.1%
> Cc1c(CNC2CCC(C)CC2)c(C(=O)O)c(C)n1Cc1ccc(Cl)cc1 (centres undefined)
→ 4%[76.3 µM] | -2% | 0.7%
> O=C(CCn1c(=O)c2cccn2c2cccnc21)N1CCN(c2ccccc2)CC1
→ -9%[76.3 µM] | -21% | 7.7%
> Cc1cc(C)cc(NC(=O)Cn2c(=O)n(C(C)C)c(=O)c3oc4ccccc4c32)c1
→ 17%[76.3 µM] | -19% | 2.8%
> COc1ccc(S(=O)(=O)n2nc(-c3ccco3)nc2NCc2ccc(OC)c(OC)c2)cc1
→ -4%[76.3 µM] | -29% | 0.0%
> CCCCCC(=O)N(c1ccc(OCC)cc1)S(=O)(=O)c1ccc2c(c1)n(C)c(=O)n2C
→ -6%[76.3 µM] | 3% | -8.0%
> CN(C)CCNC(=O)c1ccc(Cn2c(=O)c3cccn3c3cccnc32)cc1
→ -7%[76.3 µM] | -8% | -2.9%
> CCOc1ccc(CCNCc2c(C(=O)O)c(C)n(Cc3ccccc3F)c2C)cc1
→ -3%[76.3 µM] | -3% | -2.7%

# Bioassay records from PubChem.
